Source: PubChem
tuberculosis growth = growth inhibition of non-replicating M. tuberculosis (AID 488890); Mycobacterium tuberculosis non-replicating, growth inhibition; higher % means a stronger effect; inhibition, % at 25 µM, or IC50 in µM where a hit was titrated; actives 0.39% (n = 320,000); in the data active means a potency from the dose series; inconclusive means inhibition mostly from about 82% at the one dose, without a potency; inactive means the rest, 99 in 100 with inhibition below about 76%;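 further: plate controls were DMSO cells for no effect and high antibiotic wells for full effect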
PhoP GFP inhibition = PhoP regulon inhibitors, Salmonella typhi PhoP promoter GFP reporter, confirmatory (AID 1850); Salmonella Typhi PhoP-promoter GFP reporter, fluorescence, 4 h; higher % means a stronger effect; inhibition, % at 50 µM; hits with a dose series show IC50 in µM; actives 0.33% (n = 310,000); in the data active means a potency from the dose series; inconclusive means inhibition mostly from about 25% at the one dose, without a potency; inactive means the rest, 99 in 100 with inhibition below about 19%;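 further: 0% = induced wells with vehicle and 100% = uninduced wells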
H37Rv inhibition = M. tuberculosis growth inhibition, HTS (AID 449762); M. tuberculosis H37Rv growth inhibition, 7H9 media; higher % means a stronger effect; one-dose inhibition, % at 25 µM; IC50 in µM for titrated hits; actives 0.59% (n = 330,000); in the data active means a potency from the dose series; inconclusive means inhibition above about 70% without an active follow-up result;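 further: bacterial growth assessed after seven days of incubation; strong numbers were not always called active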
H1N1 NS1A inhibition = NS1A inhibition, H1N1 influenza, cell based functional assay (AID 504329); actives 0.3% (n = 340,000); inhibition, % at 12.5 µM, or IC50 in µM where a hit was titrated; NS1A functional cell-based assay, percent inhibition; higher % means a stronger effect; in the data active means a potency from the dose series; inconclusive means inhibition above about 27% without an active follow-up result; further: strong numbers were not always called active
VEEV TC-83 Vero = inhibitors of VEEV TC-83 cytopathic effect, confirmation, Vero cells (AID 588727); actives 0.13% (n = 350,000); inhibition, % at 20 µM; hits with a dose series show IC50 in µM; Vero cells, VEEV TC-83 cytopathic effect inhibition; higher % means a stronger effect; in the data active means a potency from the dose series; inconclusive means inhibition mostly from about 14% at the one dose, without a potency; inactive means the rest, 99 in 100 with inhibition below about 12%; further: strong numbers were not always called active
VEEV TC-83 Vero 10K pilot screen = recorded beside VEEV TC-83 Vero, whose call it bears; inhibition, %; measured here: 10K pilot screen inhibition
Starred values were filed as active, the others as inactive; i = inactive; ? = inconclusive; / = not tested or not shown.

SMILES | tuberculosis growth | PhoP GFP inhibition | H37Rv inhibition | H1N1 NS1A inhibition | VEEV TC-83 Vero | others
CCOC(=O)NC(=O)C(=CNc1ccc(C)cc1)C(=O)NC(=O)OCC | 21% | -2% | 7% | 0% | 0.4%
CCOCCCN1C(=O)CN(C2CCCCCC2)C(=O)C1c1ccc(OC)cc1 (centres undefined) | 6% | 4% | 2% | 7% | i
CCC(C)[C@H](NC(=O)N1CCn2c1nc1ccccc12)C(=O)NCCc1ccc(OC)c(OC)c1 (some centres undefined) | 26% | 4% | 5% | 3% | i
Cc1ccc(CN2CCSc3ccc(C(=O)NC4CCCC4)cc32)cc1 | 3% | -3% | -2% | -5% | 6.3%
CCOC(=O)c1ccc(NC(=S)N(CCCN2CCCC(C)C2)Cc2cccs2)cc1 (centres undefined) | 74% | -9% | 3% | -3% | i
CC(NS(=O)(=O)c1ccccc1)C(=O)Nc1nccs1 (centres undefined) | -4% | 7% | -1% | 0% | 5.9%
CCOc1ccc(NC(=O)C2CCCN(S(=O)(=O)c3cnc[nH]3)C2)cc1 (centres undefined) | / | -11% | -7% | -6% | i
CC(C)NC(=O)N(C)C[C@H]1Oc2ccc(NC(=O)Nc3ccccc3)cc2C(=O)N([C@H](C)CO)C[C@@H]1C | -1% | / | 1% | -5% | 0.3%
CN(CC(=O)Nc1ccccc1Sc1ccccc1)Cc1nc2ccccc2c(=O)[nH]1 | 25% | -12% | 66% | -5% | 0.8%
O=C(Cc1ccccc1[N+](=O)[O-])NCC(O)c1ccc2c(c1)OCO2 (centres undefined) | / | / | / | 0% | 1.6%

Ordered by molecular weight (ascending): part of the list above
SMILES | tuberculosis growth | PhoP GFP inhibition | H37Rv inhibition | H1N1 NS1A inhibition | VEEV TC-83 Vero | others
Cc1ccc(CN2CCSc3ccc(C(=O)NC4CCCC4)cc32)cc1 | 3% | -3% | -2% | -5% | 6.3%
CCOCCCN1C(=O)CN(C2CCCCCC2)C(=O)C1c1ccc(OC)cc1 (centres undefined) | 6% | 4% | 2% | 7% | i
CCC(C)[C@H](NC(=O)N1CCn2c1nc1ccccc12)C(=O)NCCc1ccc(OC)c(OC)c1 (some centres undefined) | 26% | 4% | 5% | 3% | i

More records.
SMILES | tuberculosis growth | PhoP GFP inhibition | H37Rv inhibition | H1N1 NS1A inhibition | VEEV TC-83 Vero | others
Cc1ccc(-n2nc(C)c3onc(C)c3c2=O)cc1 | -17% | 7% | -7% | 2% | i
O=[N+]([O-])c1ccc(N2CCN(c3ccc(O)cc3)CC2)cn1 | 26% | 19% | 3% | 8% | i
Cc1cc(N2O[C@]34C=C[C@]25C[C@@H](O)CC[C@]5(C)C3CC[C@]2(C)[C@@H]([C@H](C)/C=C/[C@H](C)C(C)C)CC[C@H]24)no1 (some centres undefined) | / | / | / | -3% | i
CC1(C)CC(=O)C2=C(C1)NC(SCC(N)=O)=C(C#N)C21CCCCC1 | -3% | 14% | -6% | 0% | 2.4%
COC(=O)Cc1ccc(NC(=S)NCC(C)C)cc1 | 67% | -4% | -6% | 1% | 0.9%
CCOc1ccc2nc(NCCCNS(=O)(=O)c3ccc(C)cc3)c(C#N)cc2c1 | -1% | -9% | -8% | -4% | i
CCN(CC1CCCN(CCc2cccc(F)c2)C1)C(=O)c1ccc(CSC)o1 (centres undefined) | 13% | -2% | 0% | 3% | 0.7%
COc1ccc(C(=O)Nc2c(N)nc(SCC(=O)N3CCC(C)CC3)[nH]c2=O)cc1 | -6% | -6% | -12% | -2% | 2.0%
NC(=O)c1ccc(NC(=O)Cc2cccs2)cc1 | 9% | 2% | -3% | 0% | i
CCC(=O)c1cn(CC(=O)Nc2ccccc2)c2ccccc12 | 1% | -10% | -6% | 2% | i
CCOC(=O)c1ccc(N2CCOCC2)c(NS(=O)(=O)c2ccc(F)cc2)c1 | 31% | -4% | -18% | -7% | 8.8%
CCS(=O)(=O)N1CCCC(C(=O)NCCc2ccc(OC)c(OC)c2)C1 (centres undefined) | 5% | -6% | -1% | -3% | 0.7%
COc1ccccc1NC(=O)C(CC=C(Cl)Cl)C(C)=O (centres undefined) | / | -3% | -9% | 8% | 6.5%
CCN(CC)S(=O)(=O)c1cccc(C(=O)NC(C(=O)NC2=NCCS2)C(C)C)c1 (centres undefined) | 18% | -6% | -8% | -3% | 1.4%
CCc1ccc(N(C(C)=O)C2C=CS(=O)(=O)C2)cc1 (centres undefined) | 4% | -5% | -17% | -2% | i
COc1ccc(CCN2CC(C(=O)NCCN3CCOC3=O)CCC2=O)cc1 (centres undefined) | -14% | 2% | -7% | -10% | 3.4%
Cc1ccc(S(=O)(=O)N(C(=O)c2ccco2)c2cc3sc(=O)oc3c3ccccc23)cc1 | 14% | 17% | 2% | 0% | 9.1%
COc1ccc(-c2nc3n(c(=O)c2C#N)CCCS3)cc1 | 9% | -1% | -2% | -12% | i
COc1ccccc1[C@@H]1C(c2ccc(F)cc2)=NN(c2ccccc2)[C@H]1C(=O)N1CCOC1=O | 2% | 6% | 9% | -16% | 7.7%
CCn1nc(C(=O)Nc2nc(-c3ccccn3)cs2)c2ccccc2c1=O | ? | / | ? | 9% | 8.3%
CCN(CCNC(=O)c1ccc(C#N)cc1)c1cccc(C)c1 | 5% | -10% | 2% | -9% | i
Cc1nc2c(=O)n(C)c(=O)[nH]c2n1Cc1ccccc1 | 4% | 1% | -5% | 3% | 2.8%
O=C(CS(=O)(=O)c1cn(Cc2ccc(F)cc2)c2ccccc12)N1CCOCC1 | -3% | 5% | -4% | -7% | 8.8% | VEEV TC-83 Vero 10K pilot screen=0.0
COc1cc2c(cc1OC)CN(C1CCCN(Cc3cccc(C(C)=O)c3)C1)CC2 (centres undefined) | / | / | / | 0% | i
NC(=O)c1ccc(-n2nnnc2SCC(=O)Nc2ccccc2-c2ccccc2)cc1 | 29% | 4% | -3% | 4% | 8.1% | VEEV TC-83 Vero 10K pilot screen=1.4
Cn1c(SCC(=O)NC2CCCCC2)nnc1-c1cc2ccccc2o1 | 5% | 2% | -4% | -1% | 0.6%
Cc1cc(-c2ccccc2)cc(-c2ccccc2)[n+]1C | 11% | 5% | 5% | -2% | i
CC(C)(C)c1ccc(OCCC(=O)Nc2cccc(S(=O)(=O)N3CCCCC3)c2)cc1 | 20% | -2% | 10% | -5% | i
Cc1ccc(S(=O)(=O)N2CCOCC2)cc1NC(=O)CN1C(=O)NC(C)(c2ccc(Cl)cc2Cl)C1=O (centres undefined) | 15% | / | -4% | 2% | 2.2%
CC(C)N(CCNC(=O)C1CCC(=O)N1Cc1ccc(F)cc1)Cc1ccccc1 (centres undefined) | -1% | -2% | -13% | 7% | 1.9%

13 entries out of the list, ordered by number of heavy atoms, high to low.
SMILES | tuberculosis growth | PhoP GFP inhibition | H37Rv inhibition | H1N1 NS1A inhibition | VEEV TC-83 Vero | others
Cc1ccc(S(=O)(=O)N2CCOCC2)cc1NC(=O)CN1C(=O)NC(C)(c2ccc(Cl)cc2Cl)C1=O (centres undefined) | 15% | / | -4% | 2% | 2.2%
COc1ccccc1[C@@H]1C(c2ccc(F)cc2)=NN(c2ccccc2)[C@H]1C(=O)N1CCOC1=O | 2% | 6% | 9% | -16% | 7.7%
Cc1ccc(S(=O)(=O)N(C(=O)c2ccco2)c2cc3sc(=O)oc3c3ccccc23)cc1 | 14% | 17% | 2% | 0% | 9.1%
NC(=O)c1ccc(-n2nnnc2SCC(=O)Nc2ccccc2-c2ccccc2)cc1 | 29% | 4% | -3% | 4% | 8.1% | VEEV TC-83 Vero 10K pilot screen=1.4
COc1cc2c(cc1OC)CN(C1CCCN(Cc3cccc(C(C)=O)c3)C1)CC2 (centres undefined) | / | / | / | 0% | i
O=C(CS(=O)(=O)c1cn(Cc2ccc(F)cc2)c2ccccc12)N1CCOCC1 | -3% | 5% | -4% | -7% | 8.8% | VEEV TC-83 Vero 10K pilot screen=0.0
CCOC(=O)c1ccc(N2CCOCC2)c(NS(=O)(=O)c2ccc(F)cc2)c1 | 31% | -4% | -18% | -7% | 8.8%
CCn1nc(C(=O)Nc2nc(-c3ccccn3)cs2)c2ccccc2c1=O | ? | / | ? | 9% | 8.3%
Cn1c(SCC(=O)NC2CCCCC2)nnc1-c1cc2ccccc2o1 | 5% | 2% | -4% | -1% | 0.6%
CCC(=O)c1cn(CC(=O)Nc2ccccc2)c2ccccc12 | 1% | -10% | -6% | 2% | i
COc1ccc(-c2nc3n(c(=O)c2C#N)CCCS3)cc1 | 9% | -1% | -2% | -12% | i
Cc1nc2c(=O)n(C)c(=O)[nH]c2n1Cc1ccccc1 | 4% | 1% | -5% | 3% | 2.8%
CCc1ccc(N(C(C)=O)C2C=CS(=O)(=O)C2)cc1 (centres undefined) | 4% | -5% | -17% | -2% | i

(listing goes on)
SMILES | tuberculosis growth | PhoP GFP inhibition | H37Rv inhibition | H1N1 NS1A inhibition | VEEV TC-83 Vero | others
COc1ccc(CN2CC(C(=O)NC3CCCCC3)CC2=O)cc1 (centres undefined) | 1% | -3% | -12% | 1% | 0.2%
OC(COc1ccccc1Cl)CN1CCN(CC(O)COc2ccccc2Cl)CC1 (centres undefined) | i | 6% | 3% | 21% | 0.9%
O=C(CSc1nc2ccccc2s1)Nc1ccc2c(c1)oc1ccccc12 | 63% | 6% | ? | -1% | 1.1%
O=C(N/C(=C\c1ccco1)C(=O)N1CCCC1)c1ccccc1 | -2% | 3% | 0% | 4% | i
CC(=O)NCC(=O)OCc1ccc([N+](=O)[O-])cc1 | -2% | 6% | -1% | 1% | 2.1%
NS(=O)(=O)OC(CCc1ccccc1)C(Cl)(Cl)Cl (centres undefined) | 6% | -6% | 1% | -3% | i
CCCN(Cc1ccccc1)C(=S)NC(=O)c1ccccc1[N+](=O)[O-] | 60% | -17% | 42% | 0% | 2.3%
CC(=O)Nc1ccc(N2CCOCC2)c(Cl)c1 | -13% | -6% | 3% | 1% | 0.3% | VEEV TC-83 Vero 10K pilot screen=0.7
CCOC(=O)CNC(=O)N1CCCC(CNS(=O)(=O)c2cccs2)C1 (centres undefined) | -15% | -31% | -9% | -8% | 0.8%
O=C(NCc1ccc2c(c1)OCO2)C1CCCN(C(=O)c2ccc(Cl)cc2)C1 (centres undefined) | 11% | -1% | -13% | 10% | 1.4%
O=C(O)Cn1nnn(-c2ccccc2)c1=S | 20% | 23% | 1% | -3% | 1.3%
Cc1cc(N=Cc2cc(Br)ccc2O)no1 | 3% | -8% | -17% | -10% | i
COc1ccc(NC(=O)c2cc(-c3ccccc3Cl)on2)cc1 | 75% | -4% | 14% | -3% | 1.4%
Cc1ccccc1NC(=O)Cn1nnc(-c2ccc(N3CCOCC3)cc2)n1 | -5% | -2% | 7% | 4% | 3.2%
COC(=O)c1ccc(S(=O)(=O)N2CCC(O)CC2)n1C | -9% | 8% | -11% | 9% | 0.5%
Cc1c(NC(=O)CN2CCCc3ccccc32)c(=O)n(-c2ccccc2)n1C | -2% | 1% | 1% | -2% | 1.8%
COc1ccc(Cc2nc3c4c(ncn3n2)Oc2ccc3ccccc3c2C4c2ccc(OC)c(OC)c2)cc1 (centres undefined) | 40% | 4% | 2% | -1% | 2.5%
COc1ccc(-n2c(SCC(=O)N3CCCCC3)nc(O)cc2=O)cc1 | 5% | -5% | -5% | -9% | 0.9%
CC(C)c1ccc(CCNC(=O)CCNC(=O)c2ccc(Br)cc2)cc1 | 8% | -2% | 4% | -13% | 4.8%
Cc1cc(C)c(C(=O)CSC2=NC(N)=C(C#N)C3(CCCCC3)C2C(N)=O)cc1C (centres undefined) | 33% | 9% | 10% | 19% | i
CCC(=O)Nc1ccc(NC(=S)NC(=O)c2cc3ccccc3o2)cc1 | 40% | -10% | 3% | 0% | 1.1%
Cc1ccccc1C(=O)Nc1nc2n(n1)C(c1ccccc1)CC(=O)N2 (centres undefined) | -7% | 4% | -2% | 19% | i
O=C(CSc1nnc2n1CCCN2)c1ccc([N+](=O)[O-])cc1 | 18% | 1% | -3% | 2% | 0.5%
COC(=O)C1=C(c2ccc(OC(F)(F)F)cc2)C[C@@H]2CC[C@H]1N2C(=O)NCCOc1ccc(OC)cc1 | -15% | / | -7% | -2% | 4.8%
